RXFP1 agonist: agonists of human relaxin receptor RXFP1 | Q9HBX9 | HEK293T-RXFP1 cAMP TR-FRET, 30 min; response scale: percent of porcine relaxin response, buffer zero | Potency, µM (doses to about 57.5 µM), for the others: at the highest dose activation, actives largely listed as activators | 370,000 tested, 0.3% active; also: potency is read from the fitted curve at half-maximal effect; % is scaled to controls: 0 for no effect and ±100 for the full control effect; nearly all actives have a fitted effect of over 60% in size; many of its hits are not listed in these tables
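Agonist response is measured as cAMP accumulation in an RXFP1-transfected HEK293T line under PDE4 inhibition. Values are scaled between buffer-only and 29 nM porcine relaxin, and EC50s come from standard Hill equation fits.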
RXFP1 antag: blocks the human relaxin receptor RXFP1; activity change, negative = inhibition, % at 57.5 µM; HEK293-RXFP1, relaxin-stimulated cAMP HTRF, 30 min; stronger effect = lower value; AID 1259400; Q9HBX9; 350,000 tested, 0.59% active;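 active = activity change of -60% or lower, but not beyond a set lower limit; inconclusive = change between -60% and -40%, or beyond the set limit; inactive = change above -40%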; also: % is scaled to controls: 0 for no effect and ±100 for the full control effect
GRP78 ERSR act: induces the endoplasmic reticulum stress response in human glioma cells. U87-MG GRP78 promoter luciferase reporter, 16 h. Potency, µM, without a hit: top-dose activation, most hits filed as activators. 420,000 tested, 0.02% active. AID 602332; also: potency is read from the fitted curve at half-maximal effect; series mostly up to about 76 µM; % of control where 0% means no effect; nearly all actives have a fitted effect of over 35% in size
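ERSR induction read as luciferase luminescence (Bright-Glo, 10 min at room temperature) in stably transfected human U87-MG glioma cells exposed to compounds for 16 h, using GRP78 as sensor.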
D1 ag: human D1 receptor agonism. P21728. HEK293 T-REx D1 cells, calcium flux, agonist mode. activation, % at 2 µM. 360,000 tested, 1% active. AID 504660; in the data active = activation above about 30%; also: 0% is about no effect
Target sequence (P21728 whole entry, looked up): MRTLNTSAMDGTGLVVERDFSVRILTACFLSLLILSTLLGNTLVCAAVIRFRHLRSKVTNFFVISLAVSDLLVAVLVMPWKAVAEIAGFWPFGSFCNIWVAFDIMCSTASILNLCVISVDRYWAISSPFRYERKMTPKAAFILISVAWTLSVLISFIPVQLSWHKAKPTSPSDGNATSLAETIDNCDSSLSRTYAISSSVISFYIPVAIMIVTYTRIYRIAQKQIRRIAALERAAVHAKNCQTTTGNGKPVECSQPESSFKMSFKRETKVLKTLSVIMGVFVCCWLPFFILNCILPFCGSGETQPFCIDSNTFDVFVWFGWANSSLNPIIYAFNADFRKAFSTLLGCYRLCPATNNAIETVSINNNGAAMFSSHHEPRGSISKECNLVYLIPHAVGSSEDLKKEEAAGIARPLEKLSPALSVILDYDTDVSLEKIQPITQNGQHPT
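Inducible HEK293 T-REx D1 cells, force-coupled to calcium signalling, were plated at 4000 cells/well with tetracycline and held overnight at 30 C. After no-wash calcium dye loading, compound-evoked calcium rise over 180 s flagged agonists.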
Vif-A3G inh: inhibitors of Vif-APOBEC3G interaction; Q9HC16; HeLa A3G-eYFP + Vif (tagged APOBEC3G with the HIV-1 protein that degrades it), YFP fluorescence, overnight; Potency, µM (titrated, usually from 46.1 µM), inactives show top-dose activity, negative = active, usual class: inhibitors; 410,000 tested, 0.076% active;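 also: potency is read from the fitted curve at half-maximal effect; % is scaled to controls: 0 for no effect and ±100 for the full control effect; nearly all actives have a fitted effect of over 60% in size; hits raise eYFP signal because A3G escapes Vif-driven loss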
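Read-out is eYFP fluorescence (Ex 488/Em 500-530) from Vif-expressing HeLa A3G-eYFP cells; more signal means A3G escaped Vif-mediated degradation. Cells plated overnight, compound pinned in, incubated overnight at 37 deg C.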
D1 PAM: potentiators of human D1 dopamine receptor. potentiation, % at 10 µM. P21728. AID 504651. HEK293 TREx D1 cells, calcium flux, dopamine EC20 potentiation. 360,000 tested, 0.036% active; in the data active = potentiation above about 30%; also: 0% is about no effect
D2 potentiator: positively modulates the human D2 dopamine receptor allosterically | P14416 | HEK293 T-REx D2, calcium flux, EC20 dopamine potentiation | potentiation, % at 10 µM | 340,000 tested, 0.34% active | AID 485347;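 active = potentiation over 3 SD above the plate norm, cut at about 30% in these data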; also: 0% is about no effect
Target sequence (P14416 whole entry, looked up): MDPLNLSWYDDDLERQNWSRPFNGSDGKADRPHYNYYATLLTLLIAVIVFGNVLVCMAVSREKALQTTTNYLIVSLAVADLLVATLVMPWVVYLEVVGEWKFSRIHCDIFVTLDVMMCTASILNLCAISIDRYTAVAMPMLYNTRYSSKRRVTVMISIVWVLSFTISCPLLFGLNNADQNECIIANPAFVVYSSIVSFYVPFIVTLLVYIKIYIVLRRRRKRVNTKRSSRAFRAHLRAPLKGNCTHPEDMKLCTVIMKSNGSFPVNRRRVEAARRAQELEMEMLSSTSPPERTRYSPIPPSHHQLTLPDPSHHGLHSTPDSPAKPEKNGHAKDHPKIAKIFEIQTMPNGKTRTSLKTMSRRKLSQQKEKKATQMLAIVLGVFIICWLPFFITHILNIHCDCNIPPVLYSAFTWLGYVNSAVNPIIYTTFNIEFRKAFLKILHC
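Potentiation of an EC20 dopamine calcium response is measured in a force-coupled, tetracycline-inducible Hek293 Trex D2 line. Compound-only kinetic reads over 180 s flag agonists before dopamine addition.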
D1 antag: blocks dopamine activation of the human D1 receptor. P21728. HEK293 TREx D1 cells, calcium flux, dopamine EC80; stronger effect = lower value. activity change, negative = inhibition, % at 10 µM. 360,000 tested, 3.2% active; in the data active = activity change below about -30%; also: % is scaled to controls: 0 for no effect and ±100 for the full control effect
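Tetracycline-induced HEK293 T-REx cells with force-coupled D1 receptor were loaded with a no-wash calcium dye. Compound was added after a 10 s baseline and read kinetically for 180 s; EC80 dopamine was then added and calcium flux followed another 180 s.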
Vif-APOBEC3F blk: blocks the Vif interaction with APOBEC3F. 390,000 tested, 0.2% active. HeLa A3F-eYFP + Vif (tagged APOBEC3F with the HIV-1 protein that degrades it), YFP fluorescence increase. Potency, µM (highest dose often 46.1 µM), inactives show at the highest dose activity, negative = active. AID 602313; also: potency is read from the fitted curve at half-maximal effect; % of control where 0% means no effect; nearly all actives have a fitted effect of over 65% in size
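HeLa cells stably expressing Vif plus C-terminally eYFP-tagged A3F were seeded, incubated overnight at 37 deg C, dosed with compound, incubated overnight again at 37 deg C. Yellow fluorescence (Ex 488/Em 500-530) reported blocked Vif-mediated A3F-eYFP degradation.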
* marks the source's active call; other numbers are inactive results; ? = inconclusive; · = not tested or not shown; & = joins results of further samples. Unless noted, calls follow the shape of the dose curve; as a rule, active = well fitted curve in the direction sought with a large enough effect; inconclusive = small, poorly fitted or top-dose-only effect, or another doubt; inactive = no such curve, though single readings can be large; an effect the other way counts as inactive or inconclusive. Not all compounds are listed; the hit share may differ from the screen's.

SMILES | RXFP1 agonist | RXFP1 antag | GRP78 ERSR act | D1 ag | Vif-A3G inh | D1 PAM | D2 potentiator | D1 antag | Vif-APOBEC3F blk
Cc1cc(Cl)ccc1OCC(=O)NNC(=O)C1CCCO1 (stereo not drawn) | -0.8% | -5 | -1% | 2 | -2% | -3 | -6 | 4 | 0%
CCOc1ccc(N2CC(C(=O)Nc3ccc4c(c3)OCO4)CC2=O)cc1 (stereo not drawn) | -1.3% | -14 | -11% | -1 | -7% | -7 | 14 | -12 | -13%
CCC(=O)Nc1nc2ccc3sc(C)nc3c2s1 | -2.1% | -16 | 2% | 1 | 3% | 0 | 10 | -9 | -4%
CCOc1ccc2[nH]c(=O)c(CN(CCCO)S(=O)(=O)c3ccc(F)cc3)cc2c1 | 0.0% | -4 | 0% | 1 | -9% | -4 | 3 | 3 | 0%
CSc1cccc(NC(=S)N(Cc2ccc(C)cc2)Cc2ccccn2)c1 | -0.9% | -6 | -1% | 0 | -1% | -7 | · | -28 | 0%
CCn1c(=O)c2cc(C(=O)NCc3cc(OC)ccc3OC)sc2c2ccccc21 | 5.4% | · | 0% | 3 | -1% | -1 | -10 | -22 | 3%
CCOC(=O)CSc1nc(C)c2cc(C)c(C)cc2n1 | 6.0% | -7 | 0% | 0 | -7% | -6 | 3 | 10 | -27%
CCOC(=O)c1ccc(Nc2nc(C)nc3c2nnn3Cc2ccccc2)cc1 | 5.1% | 6 | 1% | 0 | -12% | -4 | 3 | 9 | -15%
COc1ccc(OC)c(S(=O)(=O)Nc2c(C)cccc2C)c1 | 1.4% | 7 | -1% | 4 | 2% | 0 | 2 | -1 | 0%
Cc1noc(C)c1N=Nc1ccccc1C(=O)O | -1.3% | 11 | -4% | 3 | 1% | -2 | -19 | 10 | -9%
COc1ccccc1N1CCN(C(=O)c2cn(-c3ccccc3)nc2-c2cccnc2)CC1 | -0.1% | -7 | 1% | 1 | ? | 4 | · | 1 | -6%
Cc1ccc(S(=O)(=O)N2CCCCC2)c2nsnc12 | -1.6% | 27 | -4% | 1 | 4% | -2 | -16 | 1 | 2%
O=C(CCCc1ccccc1)NCCN1CCOCC1 | 0.6% | 9 | -1% | 1 | -1% | -4 | 3 | 0 | 1%
COc1ccc(NC(=O)NC2(C)CCS(=O)(=O)C2)cc1 (stereo not drawn) | 1.0% | -14 | -1% | 0 | 1% | -5 | 3 | 2 | -16%
O=C(c1ccccc1)N1N=C(c2ccc(F)cc2)CC1c1ccc(F)cc1 (stereo not drawn) | · | -8 | 2% | · | 1% | · | · | · | -16%
CC1CN(C(=O)c2ccc(NS(=O)(=O)c3ccc(F)cc3)cc2)CC(C)O1 (stereo not drawn) | 0.5% | -3 | -4% | 7 | 0% | -2 | 8 | 13 | 0%
CCN(CC)C1CCN(Cc2cn[nH]c2-c2ccc(OC)c(F)c2)C1 (stereo not drawn) | 2.8% | -5 | -4% | 4 | 0% | -2 | -2 | 7 | -2%
O=C(Nc1c2c(nn1-c1ccccc1)CS(=O)C2)c1ccco1 (stereo not drawn) | 0.8% | -2 | -6% | 4 | 0% | -1 | 1 | -5 | 2%
CCN(CC)C(=O)C1=C(C)N(Cc2ccc(F)cc2)C(=O)C(CC(=O)NCCCCc2ccccc2)C1 (stereo not drawn) | · | 8 | -1% | · | -6% | · | · | · | ?
CCCCc1nc2sc3c(SCCN(C)C)ncnc3c2c2c1CCC2 | 10% | 2 | 1% | 2 | 0% | 6 | -4 | 4 | -3%
O=C(CSCc1c(F)cccc1Cl)NCc1cccnc1 | -0.3% | · | -2% | 5 | 0% | -5 | 3 | 23 | 6%
O=C(CN1CCCCCC1)NN(Cc1ccccc1)c1ccccc1 | 0.1% | -12 | -2% | 2 | 0% | -5 | -10 | 2 | -10%
O=c1[nH]c2ccccc2c2nc3ccccn3c12 | 2.6% | -7 | 4% | 1 | -1% | -1 | 2 | 0 | 2%
O=C(Nc1ccccc1Cl)NC1(C(=O)N2CCC(O)CC2)CCCCC1 | 2.4% | -16 | -3% | 4 | 0% | -3 | 0 | 6 | 2%
COc1ccccc1/C=C\C(=O)NCC(=O)N/N=C(\C)Cc1ccccc1 | -1.3% | -24 | -9% | 0 | 1% | 6 | -17 | 3 | 16%
Cc1oc2ccc(O)c(CN3CCN(Cc4ccccc4)CC3)c2c1C(=O)Nc1ccccc1 | -2.9% | -7 | 2% | 0 | 3% | 1 | -9 | 13 | -11%
CCOc1ccc(NC(=O)c2cc3c(-c4ccccc4F)nn(C)c3s2)cc1 | 13% | -20 | -2% | 6 | 0% | -1 | 12 | 20 | 2%
O=C(COC(=O)c1ccc2c(=O)n3c(nc2c1)CCC3)Nc1ccc(OC(F)F)cc1 | 4.2% | 8 | -1% | -1 | 7% | 0 | 5 | 6 | 6%
COc1ccc(-c2cc(C(=O)NCCCN3CCOCC3)c3cc(C(C)C)ccc3n2)cc1 | 4.3% | 13 | -8% | 6 | -2% | 7 | 6 | 3 | 1%
O=C(/C=C/c1ccc2ccccc2n1)N1CCN(S(=O)(=O)c2ccccc2F)CC1 | -0.3% | -9 | -2% | 0 | -14% | -14 | 12 | 11 | -2%
CCN1C(=O)/C(=C/C=C2\N(CC)c3cc(S(=O)(=O)N(C)C)ccc3N2c2ccccc2)SC1=S | 4.0% | 2 | -6% | 83* | ? | -3 | 0 | 14 | -19%
COC(=O)c1ccccc1NC(=O)C1CCN(C(=O)Cc2ccccc2)CC1 | -0.7% | -7 | -2% | 8 | -4% | -1 | 15 | -12 | 9%
O=C(Nc1nc2ccccc2[nH]1)c1cc2ccccc2o1 | 1.4% | -15 | -3% | 2 | -24% | 1 | -4 | -9 | 17%
O=C(CSCc1cnn(-c2ccccc2)c1-n1cccc1)NCc1cccnc1 | 2.8% | -24 | -3% | 21 | 3% | -4 | -6 | 10 | 15%
Cc1ccc(/C=N/n2c(-c3ccc(Cl)cc3)n[nH]c2=S)o1 | 1.3% | · | 4% | 0 | 0% | -3 | -5 | 8 | 0%
CCOCCCn1c(=N)c(S(=O)(=O)c2ccccc2)cc2c(=O)n3cc(C)ccc3nc21 | 5.7%&2.4% | -8 | -4%&-6% | 4&0 | -5%&6% | -5&-1 | 10&3 | 0&-3 | -16%&4%
CC1Cc2ccccc2N1C(=O)CSc1nnnn1Cc1ccccc1 (stereo not drawn) | 1.9% | -3 | -2% | 6 | -11% | -4 | -1 | 8 | ·
CC(=O)c1cccc(N(CC(=O)NC2CCCCC2)C(=O)CNC(=O)c2cccs2)c1 | 0.0% | -10 | -3% | 0 | 4% | -6 | · | -20 | 15%
CCN=C1SC(C(=O)Nc2cccc(C)c2)CC(=O)N1CC (stereo not drawn) | -1.1% | -4 | -1% | 2 | 1% | -1 | -13 | -12 | 5%
CCN(CC)C(=O)C1CCCN(C(=O)c2cc(COc3ccc4ncccc4c3)on2)C1 (stereo not drawn) | 0.4% | -6 | -1% | 14 | 1% | -3 | 8 | -13 | -4%
COc1ccc(S(=O)(=O)N2CCCOC2CNC(=O)C(=O)NCCc2ccco2)cc1 (stereo not drawn) | 0.2% | 4 | -3% | 0 | -5% | 0 | 11 | -4 | -5%
O=S(=O)(CCSc1nc2ccccc2s1)c1nc2ccccc2s1 | -1.0% | -16 | -16% | -3 | ? | -3 | -3 | · | ·
Cc1ccc(C(=O)NN2C(=O)C3C4c5ccccc5C(c5ccccc54)[C@@H]3C2=O)cc1 (stereo partly drawn) | 0.0% | -4 | -3% | 6 | -1% | 3 | 20 | 24 | 2%
CCOc1ccc(-c2csc(NC(=O)C3CCCO3)n2)cc1 (stereo not drawn) | 0.7% | -7 | -1% | 2 | 1% | -2 | 12 | -54* | -6%
CCOC(=O)[C@@H]1[C@H]2COc3cc(OC)ccc3[C@@H]2N2C(=O)N(c3ccc(Cl)cc3)C(=O)[C@@]12C | 0.8% | · | 14% | 6 | 0% | 1 | 9 | 1 | -8%
CCN(CC)CCNC(=O)CCc1c(C)nc2c(c(C)nn2-c2ccc(C)cc2)c1C | 4.1% | -11 | -5% | 17 | 0% | -16 | 2 | 3 | 0%
CCOC(=O)c1ccc(NC(=O)c2cc(C)nn2-c2ccccc2)cc1 | -2.7% | 4 | -2% | 2 | 1% | -9 | 0 | 2 | 4%
C[C@@H]1CN([C@@H](C)CO)C(=O)CCCn2nncc2CO[C@H]1CN(C)C(=O)Nc1cccc(Oc2ccccn2)c1 | · | 3 | -1% | · | 1% | · | · | · | 8%
COCCNC(=O)C(c1cccs1)N(Cc1ccccc1)C(=O)Cn1nnc2ccccc21 (stereo not drawn) | 1.0% | -1 | -4% | 0 | 3% | 2 | -1 | 18 | ·
O=C(Nc1ccc(COc2ccccc2)cc1)Oc1ccccc1N1CCOCC1 | 1.3% | -9 | -4% | 5 | -2% | -7 | 5 | 4 | -15%
COc1ccc(S(=O)(=O)NCC(c2ccco2)S(=O)(=O)c2ccc(C)cc2)cc1C (stereo not drawn) | 1.0% | -7 | -2% | 0 | -3% | -1 | -2 | · | -10%
COc1ccccc1N1CCN(C(=O)CSc2n[nH]c(-c3ccccc3)n2)CC1 | 0.0% | -27 | -3% | -1 | -1% | 0 | 10 | 2 | -9%
COc1ccccc1S(=O)(=O)Cc1ccc(C(=O)N2CCN(c3cc(Cl)ccc3C)CC2)o1 | 0.0% | · | -2% | 1 | -1% | -5 | -4 | -6 | 3%

Profiles from above. Order of screens: RXFP1 agonist	RXFP1 antag	GRP78 ERSR act	D1 ag	Vif-A3G inh	D1 PAM	D2 potentiator	D1 antag	Vif-APOBEC3F blk
COCCNC(=O)C(c1cccs1)N(Cc1ccccc1)C(=O)Cn1nnc2ccccc21 (stereo not drawn) as listed: 1.0%	-1	-4%	0	3%	2	-1	18	·
COc1ccccc1N1CCN(C(=O)CSc2n[nH]c(-c3ccccc3)n2)CC1 as listed: 0.0%	-27	-3%	-1	-1%	0	10	2	-9%

High-throughput results deposited in PubChem by National Center for Advancing Translational Sciences (NCATS).
